# bCat KO growth: primary screen for growth suppressors in beta-catenin knockout HCT116 cells (colon tumor, human); HCT116 beta-catenin knockout viability, CellTiter-Glo, 60 h; hits give low values; viability, % at 10 µM; 140,000 tested, 1.5% active;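 active = viability at or under a set limit, the compound median less 4 SD, cut at about 6% in these data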;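 note: 0% = Hyamine 1622 control at 20 µM and 100% = untreated cell control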
# Measles CPE: compounds protecting cells from measles virus cytopathic effect, primary screen, measles RdRp inhibitor project, single point, MLSMR library, absorbance; Measles virus-infected cells, CPE protection; protection (pct of control), % at 4 µM; 140,000 tested, 1.5% active; AID 841, 2007; in the data active = protection mostly above about 24%, no sharp cut-off; inactive = mostly below about 26%; note: some compounds called inactive have numbers as strong as hits
# Phagocytosis inh: inhibitors of macrophage phagocytosis, primary screen, imaging, J774A.1 cells, IgG beads. J774A.1 macrophage IgG-bead phagocytosis. inhibition, % at 5 µM. 110,000 tested, 0.07% active;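 active = inhibition above the mean of the plate negative controls plus 5 SD, cut at about 13% in these data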;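 note: phagocytic index as fraction of beads internalized from green versus red external bead signal; plate controls were DMSO negative control for no effect and cytochalasin-D positive control for full effect; some results beyond the cut were filed as inactive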
# Yeast growth inh: growth inhibitors of yeast BB579 in restrictive medium, primary screen, yeast lifespan-shortening project, S. cerevisiae | OD615, 48 h | inhibition, % at 10 µM | 140,000 tested, 0.51% active;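 active = inhibition above a set limit, 3 SD over the mean compound inhibition, cut at about 44% in these data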; note: inactives centre near -24
#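 controls = amphotericin B 10 µg/mL, positive | assay system = DeaD yeast strain BB579 | schedule = 48 h compound exposure at 30 °C after 4 h preincubation | detection = OD615 turbidity measurement | medium = restrictive CSMM-D medium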
# HCT116 PTEN-null: growth suppression of PTEN-null HCT116, primary screen, cell-based, CellTiter-Glo. viability, % at 10 µM. HCT116 PTEN-null viability, 60 h; hits give low values. 140,000 tested, 1.2% active;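 active = viability at or below a set limit, 4 SD under the median of all tested compounds, cut at about 3.7% in these data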;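 note: PTEN knockout HCT116 line with beta catenin targeted HCT116 as companion control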
# GALR2 blocker: GALR2 antagonists in receptor-expressing cells, primary screen. antagonist mode. inhibition, % at 4 µM. 140,000 tested, 0.39% active; in the data active = inhibition above about 27%;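 note: cells stimulated with galanin 1-16 at roughly its EC80; 0% = agonist challenge control and 100% = basal control without agonist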
# Target sequence (O43603 whole entry, looked up): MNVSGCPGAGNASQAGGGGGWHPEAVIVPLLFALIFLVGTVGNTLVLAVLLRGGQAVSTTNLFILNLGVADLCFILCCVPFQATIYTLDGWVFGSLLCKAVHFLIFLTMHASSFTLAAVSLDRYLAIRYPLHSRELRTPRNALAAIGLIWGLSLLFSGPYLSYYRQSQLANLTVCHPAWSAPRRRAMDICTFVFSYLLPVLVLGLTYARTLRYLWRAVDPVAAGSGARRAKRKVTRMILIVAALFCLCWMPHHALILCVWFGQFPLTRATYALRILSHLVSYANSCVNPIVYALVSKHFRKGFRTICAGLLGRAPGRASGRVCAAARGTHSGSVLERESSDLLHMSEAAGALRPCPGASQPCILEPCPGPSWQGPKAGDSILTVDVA
# MRP-1 activ: H69AR viability gain despite doxorubicin, primary screen, MRP-1 activator project, H69AR cells, CellTiter-Glo | viability rescue | viability increase, % at 10 µM | 140,000 tested, 0.61% active | AID 799, 2007;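 active = viability gain under doxorubicin at or above a set limit, the compound median plus 3 SD, cut at about 4.7% in these data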;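 note: MRP-1 overexpressing cells given doxorubicin 25 µM after compound pretreatment; 18-22 h compound pretreatment then 72 h with doxorubicin before readout; 0% = doxorubicin-only wells and 100% = vehicle-treated cells without doxorubicin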
# Yeast lifespan up: compounds extending yeast replicative lifespan, primary screen, S. cerevisiae, OD615; 130,000 tested, 0.68% active; S. cerevisiae growth with nicotinamide; deaD strain in restrictive glucose medium; AID 775, 2007; inhibition of the nicotinamide effect, % at 10 µM;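 active = inhibition above a set limit, placed 3 SD over the median of all compounds, cut at about 26% in these data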;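 note: 0% = nicotinamide-treated wells and 100% = cells grown without nicotinamide; some compounds called inactive have numbers as strong as hits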
#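 Test system: DeaD-strain S. cerevisiae / Buffer or medium: restrictive glucose medium / Also added: nicotinamide 1.5 mM / Doses: one concentration, 10 µM, DMSO 0.25% / Schedule: 48 h at 30 °C / Signal: OD615 measurement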
# NPY Y2 blocker: NPY-Y2 receptor antagonists, primary screen, cell-based. Neuropeptide Y receptor type 2 (Homo sapiens), P49146. NPY-Y2 expressing cells, antagonist mode. inhibition, % at 2.7 µM. 140,000 tested, 0.99% active. AID 793, 2007; in the data active = inhibition above about 17%;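 note: 0% = vehicle with agonist challenge and 100% = reference antagonist with challenge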
# Target sequence (P49146 whole entry, looked up): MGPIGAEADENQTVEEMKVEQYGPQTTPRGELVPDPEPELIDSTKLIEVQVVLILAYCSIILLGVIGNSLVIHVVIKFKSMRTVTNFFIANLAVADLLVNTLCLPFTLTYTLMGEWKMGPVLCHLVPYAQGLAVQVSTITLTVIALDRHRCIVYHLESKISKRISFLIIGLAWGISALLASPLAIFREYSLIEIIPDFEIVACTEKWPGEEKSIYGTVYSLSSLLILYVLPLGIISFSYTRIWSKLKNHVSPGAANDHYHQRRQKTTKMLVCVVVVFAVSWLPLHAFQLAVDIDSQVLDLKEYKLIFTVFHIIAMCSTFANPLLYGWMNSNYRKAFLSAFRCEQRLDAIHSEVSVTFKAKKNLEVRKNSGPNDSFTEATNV
# E-sel TNF inh: E-selectin induction blockers in HUVEC – imaging, immunofluorescence, high content, primary screen; HUVEC TNFa-induced E-selectin immunofluorescence; inhibition, % at 2 µM; 120,000 tested, 0.71% active;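 active = inhibition above the batch mean plus 3 SD, and confirmed as a hit on visual image review, cut at about 43% in these data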;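 note: 0% = TNF-stimulated DMSO wells and 100% = unstimulated control wells; not every result past the cut was called active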
# An asterisk follows results filed as active; · = not tested or not shown.
SMILES,bCat KO growth,Measles CPE,Phagocytosis inh,Yeast growth inh,HCT116 PTEN-null,GALR2 blocker,MRP-1 activ,Yeast lifespan up,NPY Y2 blocker,E-sel TNF inh
O=C(Nc1cccc(Cl)c1)Nc1ccc(Br)cc1F,35.9,4.7,-4.6,-28.1,30.7,8.6,-2.6,-5.7,-3.9,9.5
Cc1ccnc(NS(=O)(=O)c2ccc(NC(=O)C3CCCCC3)cc2)n1,97.6,12.9,-0.2,-15.3,95.7,-1.3,-0.7,-7.1,0.6,-28.7
CCc1nnc(NC(=O)CSc2nnc(CNc3ccc(Cl)cc3)o2)s1,98.3,7.4,-1.9,-4.0,94.3,5.6,4.7,-7.0,4.4,27.4
CN(C)C(=O)CSC1c2ccccc2C(=O)N1c1ccccc1 (centres undefined),84.8,10.3,·,-10.6,88.8,5.2,-2.0,-19.5,5.6,11.3
Cc1cccc(S(=O)(=O)C(C#N)c2nc3ccccc3nc2N2CCOCC2)c1 (centres undefined),105.2,13.1,0.4,-42.7,99.4,-9.7,-2.3,-1.0,4.1,-0.2
Cc1nn(-c2ccccc2)c(Cl)c1/C=C1\SC(=S)NC1=O,101.7,4.0,2.4,-55.3,97.1,-7.7,-1.3,18.1,2.2,29.7
CN(C)C(=O)CSc1cccc2cccnc12,4.3*,5.8,-2.3,1.8,6.2,2.5,-7.7,-27.9,0.3,3.8
Cc1ccc(NC(=O)CC2SC(=O)NC2=O)cc1 (centres undefined),92.3,5.2,-3.2,36.1,100.7,0.1,1.9,3.2,4.8,·
O=S(=O)(c1ccccc1)c1ccccc1/C=N\O,104.3,8.8,0.1,-67.2,100.9,3.7,-0.5,4.7,-1.1,7.7
CCN1C(=O)c2cccc3c(NC(=O)c4ccccc4)ccc1c23,89.8,24.3,·,-38.9,77.5,19.1,-0.6,·,0.0,13.9

# The closing 3 records of the section above come first, to join the parts.
SMILES,bCat KO growth,Measles CPE,Phagocytosis inh,Yeast growth inh,HCT116 PTEN-null,GALR2 blocker,MRP-1 activ,Yeast lifespan up,NPY Y2 blocker,E-sel TNF inh
Cc1ccc(NC(=O)CC2SC(=O)NC2=O)cc1 (centres undefined),92.3,5.2,-3.2,36.1,100.7,0.1,1.9,3.2,4.8,·
O=S(=O)(c1ccccc1)c1ccccc1/C=N\O,104.3,8.8,0.1,-67.2,100.9,3.7,-0.5,4.7,-1.1,7.7
CCN1C(=O)c2cccc3c(NC(=O)c4ccccc4)ccc1c23,89.8,24.3,·,-38.9,77.5,19.1,-0.6,·,0.0,13.9
Oc1[nH]c2ccccc2c1C=NCC1CCCO1 (centres undefined),111.5,7.2,-0.9,-16.2,102.0,-7.3,-1.4,-14.2,2.9,·
Cc1ccc(SCCCCN2CCNCC2)cc1,83.8,2.6,0.0,2.4,82.9,5.2,-3.4,-0.7,5.2,-18.9
Cc1cc(SCNC(=O)c2ccccc2)ncn1,90.8,8.3,-1.0,-33.9,94.4,-0.3,-2.5,-0.6,3.3,-34.0
CC(C)c1ccc(-c2noc(C3CCCN(C(=O)c4ccc(F)cc4F)C3)n2)cc1 (centres undefined),14.1,5.7,-0.1,-45.9,18.9,12.7,0.9,-11.9,-0.4,15.5
CCOC(=O)c1ccc2c(c1)sc(=NC(=O)c1ccco1)n2CCOC,96.2,25.8,-13.9,-23.9,66.2,-3.1,-1.1,-4.3,1.7,·
CCN=C1Sc2nc3ccc(OCC)cc3cc2CN1CCOC,66.2,8.5,0.0,-27.9,73.3,-4.8,-2.0,-11.3,5.2,-18.7
COCCCNCC(=O)Nc1sc(C)c(C)c1C(=O)OC,86.5,17.6,0.3,4.9,85.1,0.7,-1.1,-10.1,0.8,4.4
COc1ccc2oc(=O)c(C(=O)N3c4ccccc4CC3C)cc2c1 (centres undefined),88.9,14.1,-1.0,-41.9,86.7,-11.7,-1.8,-6.3,-1.5,17.0
CC(C)CCOc1ccc(NC(=O)C2OC3OC(C)(C)OC3C3OC(C)(C)OC23)cc1 (centres undefined),95.4,3.0,·,-58.3,80.4,-7.4,-2.5,-11.1,6.2,-48.4
COc1ccc(C(=O)Nc2scc(-c3ccc(Cl)cc3Cl)c2C(N)=O)cc1,79.5,16.8,·,-28.1,61.8,-2.6,-3.1,-11.2,-1.6,-18.5
CN(C)C(=O)c1cnc(Sc2ncc(C(F)(F)F)cc2Cl)n1C,92.3,2.8,·,-16.7,94.1,-16.7,-2.5,-3.1,6.3,17.8
O=C(CN1CCOCC1)Nc1cccc(C(=O)Nc2cccc(C(F)(F)F)c2)c1,80.1,6.0,-0.6,-15.2,79.7,-17.6,-3.9,-15.5,1.6,-18.4
CSc1nc(-c2ccccc2)c(-c2ccccc2)[nH]1,87.3,3.5,-0.2,-28.4,89.6,-11.7,-1.5,-26.5,1.0,-28.4
Cc1ccc2cccc(Oc3cnccn3)c2n1,83.4,6.0,-0.3,-24.0,94.7,9.8,-0.6,2.8,1.6,3.7
CCOC(=O)c1cc(-c2ccccc2)sc1NC(=O)c1ccc(OC)cc1,93.8,7.9,·,-2.1,88.3,12.3,-2.9,-17.0,-4.2,17.0
Cc1ccccc1OC(C)c1nc(-c2ccccc2)no1 (centres undefined),97.4,21.1,·,-78.2,102.5,4.1,-0.5,-12.0,4.2,11.1
O=c1cc(-c2ccccc2)n(S(=O)(=O)c2ccccc2)o1,85.5,34.5,-1.1,79.6*,97.1,2.8,-0.8,2.5,1.9,-10.2
CCNc1ccc(S(=O)(=O)C(F)(F)F)cc1NC(=O)C12CCC(CC1)C2,102.8,13.3,-0.7,-33.0,99.0,-8.6,-0.9,-13.5,1.2,-4.8
O=C(CCCOc1ccc(Cl)cc1Cl)NCC1CCCO1 (centres undefined),93.8,7.4,·,3.8,84.7,10.8,-0.8,·,3.9,-25.1
COc1cc(C(=O)NC(=S)Nc2ccc(NC(=O)c3ccco3)cc2)cc(OC)c1OC,79.3,17.6,1.3,-12.2,82.0,-7.2,-2.9,-3.5,0.0,·
COc1ccc(-c2[nH]c(-c3ccc(C)cc3)nc2SCC(=O)Nc2nccs2)cc1,81.2,11.5,-7.5,-1.4,84.2,9.7,0.4,-5.3,-4.4,·
COc1ccc(-n2c(Cc3cccn3C)nnc2SCC(=O)Nc2ccc(C)c(Cl)c2)cc1,79.6,3.3,-0.5,-41.8,71.3,-1.0,-4.7,-0.8,-0.1,-42.7
Nc1cccc(-c2nc3ccc(N)cc3s2)c1,64.5,2.4,·,0.8,65.0,8.4,-4.8,-18.9,1.7,0.2
CCOC(=O)C1CCCN(C(=O)c2cc(Nc3ccc(OC)cc3OC)nc3ccccc23)C1 (centres undefined),87.1,3.2,-1.0,-58.3,81.2,7.6,-0.8,-7.8,3.2,6.0
COc1cccc(-c2csc(N3CCN(CC(=O)NNC(=O)c4ccc(Cl)cc4)CC3)n2)c1,97.0,3.2,·,-43.5,76.8,1.6,3.1,-22.4,-2.8,·
CN(C)C(=O)c1ccc(Oc2ccc(C(=O)N(C)C)cc2)cc1,102.9,10.5,-1.2,-8.1,93.1,9.3,0.9,-12.2,1.9,3.8
Cc1ccsc1/C=N/NC(=O)c1ccco1,92.0,5.7,-1.7,-4.7,88.3,13.2,0.1,-6.6,3.0,·
CC(C)NC(=O)COc1ccc(S(=O)(=O)N2CCOCC2)cc1,103.3,5.2,-1.1,-42.9,110.5,-6.7,-0.2,-6.1,1.9,22.0
O=C(Nc1cc(Sc2ccccn2)cc([N+](=O)[O-])c1)c1cccc(F)c1,33.7,1.3,-5.6,-22.2,27.8,-2.6,-2.3,-2.9,-1.7,0.0
Fc1ccc(C2=Nn3c(Cc4ccccc4)nnc3SC2)cc1,93.0,32.7,1.2,-15.7,92.0,1.4,-0.8,-5.2,1.6,-40.6
Cc1ccc2cc(CN(Cc3nnnn3C3CCCC3)C3CCCCC3)c(=O)[nH]c2c1C,93.1,21.4,2.5,-16.6,98.3,3.6,2.5,-2.0,2.2,·
COC(=O)CC1C(=O)NC2CCCCC2N1C(=O)c1ccccc1 (centres undefined),95.1,4.4,0.2,9.4,93.7,3.1,-1.7,-13.4,2.0,15.2
C=C(C)C1CC=C(CN2CCC(C(=O)OCC)CC2)CC1 (centres undefined),92.5,10.3,-0.5,6.3,87.0,-0.5,-0.9,-12.4,1.3,·
CCn1c(=O)cc(SCC(=O)N2CCN(c3ccccc3F)CC2)c2ccccc21,81.2,19.6,-1.5,-16.5,80.0,1.7,-2.6,-5.2,11.9,-10.4
COc1ccccc1-c1nnc(SC/C(O)=C(\C#N)c2nc3ccccc3[nH]2)n1C1CCCCC1,79.2,4.8,2.3,-40.4,64.4,3.6,-1.9,2.3,7.7,-17.1
COc1cc(C2C(C#N)=C(N)OC3=C2C(=O)CCC3)c([N+](=O)[O-])cc1OC (centres undefined),99.0,11.8,-1.4,-43.4,95.5,-0.5,-2.0,-8.1,0.5,-2.0
Cn1c(-c2ccc(F)cc2)cnc1NCc1ccccc1,72.9,4.5,0.6,-10.1,80.2,-8.3,-2.6,8.8,9.5,-4.4
CCCCN1CCc2c([nH]c3ccccc23)C1=O,86.1,25.0,-1.9,-56.6,87.9,4.2,-0.7,-8.8,2.0,-13.1
COCCn1c(SCC(=O)Nc2cccc(S(N)(=O)=O)c2)nc2ccccc21,91.9,6.3,-1.2,-27.1,90.3,-10.7,-1.2,-3.1,0.3,-16.9
CC(C)NC(=O)/C(=N\O)c1ccccc1,111.0,4.7,1.8,-16.2,97.4,-3.0,-2.9,-11.3,-0.2,9.0
O=C(O)COCC(=O)Nc1ccc2c(c1)CCC2,93.0,8.4,0.7,2.8,87.2,-2.2,-1.6,-11.5,0.1,-2.3
C=CCOC(=O)N1CCN(c2cccc(C(F)(F)F)c2)CC1,93.0,8.1,-1.0,-22.9,100.9,3.1,-0.3,-18.7,4.0,4.2
O=C(/C=C/c1ccccc1)N/C(=C/c1ccccc1)C(=O)Nc1ccc(C(=O)O)cc1,88.9,7.7,-3.8,-16.4,97.2,20.7,1.4,4.8,0.4,·
CCOc1cc(N2CCOCC2)c(OCC)cc1NC(=O)CCS(=O)(=O)c1ccc(Cl)cc1,90.0,8.0,-0.3,-86.9,100.0,-19.2,-1.7,-1.8,-0.7,3.1
COc1ccc(C(=O)N2CCN(c3ccc([N+](=O)[O-])c(NCCc4ccc(OC)c(OC)c4)c3)CC2)cc1,15.2,6.8,1.5,3.6,13.9,18.4,-1.2,4.2,0.0,·
CN(C)c1ccc(N=Cc2nc(-c3ccccc3)oc2OC(=O)c2cccc(Cl)c2)cc1,90.6,12.6,-0.9,-25.4,89.5,7.1,-1.9,4.5,1.4,·
